From PubChem BioAssay
ZTA DNA inh = blocks Epstein-Barr virus ZTA, an EBNA-1 counter-screen; P03206; AID 2234; inhibition, % at 11 µM; ZTA-DNA binding, fluorescence polarization; 0.15% of 320,000 active; in the data active = inhibition above about 33%
Target sequence (P03206 whole entry, looked up): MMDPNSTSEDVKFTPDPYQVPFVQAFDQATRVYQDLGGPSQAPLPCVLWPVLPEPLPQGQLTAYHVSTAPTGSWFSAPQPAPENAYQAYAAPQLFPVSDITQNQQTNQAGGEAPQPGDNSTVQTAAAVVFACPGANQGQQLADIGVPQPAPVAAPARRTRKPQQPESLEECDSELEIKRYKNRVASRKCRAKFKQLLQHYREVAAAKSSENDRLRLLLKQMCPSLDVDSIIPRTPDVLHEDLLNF
GLD-1 RNA inh = GLD-1-TGE RNA interaction inhibition (C. elegans); purified GLD-1 + fluorescein TGE RNA, fluorescence polarization; Q17339; inhibition, % at 5.96 µM; AID 2280; 0.44% of 320,000 active;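 active = percent inhibition above a per-plate cutoff, the plate mean of test compounds plus 3 SD, cut at about 30% in these data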;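 also: 0% = DMSO wells with GLD-1 and probe and 100% = wells lacking GLD-1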
Target sequence (Q17339 whole entry, looked up): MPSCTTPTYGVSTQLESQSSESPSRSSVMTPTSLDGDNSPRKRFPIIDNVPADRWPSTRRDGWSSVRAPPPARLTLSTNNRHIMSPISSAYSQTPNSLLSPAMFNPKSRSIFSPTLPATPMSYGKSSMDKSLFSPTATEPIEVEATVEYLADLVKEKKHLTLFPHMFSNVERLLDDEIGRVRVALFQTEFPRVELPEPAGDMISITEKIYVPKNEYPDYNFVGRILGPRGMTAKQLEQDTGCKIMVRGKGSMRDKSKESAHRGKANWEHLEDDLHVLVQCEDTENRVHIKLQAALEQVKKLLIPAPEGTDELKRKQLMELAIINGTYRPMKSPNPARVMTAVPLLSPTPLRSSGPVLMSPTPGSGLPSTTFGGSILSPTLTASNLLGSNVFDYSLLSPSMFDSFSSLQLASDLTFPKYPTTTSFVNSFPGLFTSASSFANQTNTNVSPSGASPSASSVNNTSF
Bcl-xL primary = inhibitors of human Bcl-xL; Q07817; GST-Bcl-xL / FITC-Bim BH3 peptide fluorescence polarization; inhibition, % at 10.9 µM; 0.7% of 320,000 active; AID 2129;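 active = inhibition above the mean of all tested compounds plus 3 SD, cutoff set per campaign, cut at about 30% in these data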;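 also: 0% = DMSO wells and 100% = unlabeled Bim-BH3 peptide competitor; inhibitors lower millipolarization by displacing the labeled peptide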
MEX-5 binding = C. elegans MEX-5 TCR-2 RNA binding activity | Q9XUB2 | MEX-5/FITC-TCR2 RNA binding, fluorescence polarization; hits give low values | activity score (negative = inhibition of binding), % at 10 µM | 0.38% of 300,000 active;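 active = inhibition past about -25% in most replicates, and total fluorescence under double the plate's negative control median, limit read from the data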;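 also: 0% = DMSO and -100% = 5 µM competing unlabeled TCR2 RNA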
CR mimetic SO = lowers age-related superoxide in aged yeast cells; S. cerevisiae aged cells, superoxide DHE fluorescence; hits give low values; superoxide response (% of plate mean), % at 10 µM; 0.18% of 330,000 active; AID 2690;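 active = superoxide response under a set limit, about three screen SD below normal, cut at about 65% in these data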;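 also: yeast aged for seven days with compound at 30 °C before DHE staining; 100% = average MFI of all compound-treated wells on the plate with controls excluded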
EBNA-1 inh = blocks EBNA-1 binding to DNA; inhibition, % at 14.8 µM; EBNA-1 DNA binding, fluorescence polarization; 0.34% of 300,000 active; in the data active = inhibition above about 28%
MCL1 BIM primary = MCL1-BIM-BH3 interaction inhibition (human) | Q07820 | GST-MCL1 / FITC-Bim-BH3 fluorescence polarization | AID 2057 | 0.68% of 320,000 active | inhibition, % at 10.9 µM;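 active = inhibition above the mean inhibition of all tested compounds plus 3 SD, set per campaign, cut at about 40% in these data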;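 also: 0% = DMSO wells and 100% = unlabeled Bim-BH3 peptide control; higher means more loss of mP so more displacement of Bim peptide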
Target sequence (Q07820 whole entry, looked up): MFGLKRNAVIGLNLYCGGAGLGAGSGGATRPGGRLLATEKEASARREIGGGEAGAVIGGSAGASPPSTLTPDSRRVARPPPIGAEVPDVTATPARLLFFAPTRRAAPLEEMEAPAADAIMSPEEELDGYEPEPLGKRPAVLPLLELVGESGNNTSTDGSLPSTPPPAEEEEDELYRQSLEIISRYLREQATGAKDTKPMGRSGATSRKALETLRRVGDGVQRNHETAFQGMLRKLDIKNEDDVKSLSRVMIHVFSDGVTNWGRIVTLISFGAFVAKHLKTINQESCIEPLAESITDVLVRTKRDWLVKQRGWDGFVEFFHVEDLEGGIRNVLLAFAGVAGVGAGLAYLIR
Efflux pump inh = antifungal efflux pump inhibition, Nile Red retention; S. cerevisiae Candida pump triplex; inhibition, % at 10 µM; 0.44% of 330,000 active; AID 485275;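 active = plate passing quality check with inhibition over a set limit, or well fluorescence over plate mean plus 4 SD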;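 also: Nile Red retained in pooled yeast measured as flow cytometry median fluorescence; 0% = buffer negative control and 100% = Enniatin B positive control; higher means more Nile Red kept so more efflux inhibition; some compounds called inactive have numbers as strong as hits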
Fam108B counter = blocks mouse Fam108B hydrolase in RBBP9 counter-screen; recombinant Fam108B, FP-Rh probe fluorescence polarization; inhibition, % at 9.51 µM; 0.33% of 300,000 active; AID 1947;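 active = inhibition above the screen mean inhibition plus 3 SD, computed separately per campaign, cut at about 18% in these data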;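 also: inhibitors lower polarization as less probe binds the enzyme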
Active calls of the source: *; / = not tested or not shown.

molecule,ZTA DNA inh,GLD-1 RNA inh,Bcl-xL primary,MEX-5 binding,CR mimetic SO,EBNA-1 inh,MCL1 BIM primary,Efflux pump inh,Fam108B counter
COc1ccc(-c2noc(C3CCCN(S(=O)(=O)c4cccc(Cl)c4C)C3)n2)cc1OC (configuration not stated),3,0,5,-3.7,88,1,0,-0.2,-3
O=C(NC1CCCCC1)C(c1ccc(F)cc1)N(CCN1CCOCC1)C(=O)c1ccc(-c2ccccc2)[nH]1 (configuration not stated),8,-3,9,1.0,101,4,5,-0.1,11
CCN(C(=O)Cn1c(=O)n(Cc2ccccc2)c(=O)c2ccccc21)c1cccc(C)c1,-7,1,-3,-1.8,88,-9,-6,0.0,-8
N#C/C(=N\Nc1ccccc1)C(=N)N1CCCCC1,-2,-4,4,-1.3,92,0,3,0.1,-1
CC(=O)NC1CCCN(O)C(=O)/C=C(\C)CCOC(=O)C(NC(C)=O)CCCN(O)C(=O)/C=C(\C)CCOC(=O)C(NC(C)=O)CCCN(O)C(=O)/C=C(\C)CCOC1=O (configuration not stated),24,9,12,-4.9,85,12,13,-0.1,3
Cc1ccc(-c2nnc(CN3CCN(C)CC3)o2)cc1,-15,-2,1,0.1,102,-15,-3,-0.1,1
O=C(CN1N=C(c2ccccc2)CCC1=O)NCc1cccs1,4,8,5,2.2,92,6,3,-0.1,-2
Cc1cc(C)nc(SCc2nnc(SCC(=O)Nc3nc(-c4ccccc4)cs3)n2C)n1,18,2,9,1.5,105,4,1,0.0,0
Cc1ccc(NC(=O)Cn2c(=O)oc3ccccc32)cc1C,-6,1,2,0.3,107,-7,-8,0.0,-4
Cc1ccc2c(c1)c(=O)c1c3n2CCN(C(=O)CCl)C3CC1 (configuration not stated),10,14,48*,-8.2,92,2,55*,0.1,10
CCN1CCN(CCCNC(=O)c2ccc(/C=C3/Sc4ccccc4N(Cc4ccccc4F)C3=O)cc2)CC1,15,3,12,3.6,89,1,13,0.1,-4
CCOC(=O)c1ccc(NC(=O)c2cc3ccccc3o2)cc1,-16,3,1,0.7,110,26,-1,0.1,4
CCOC(=O)C1=C(C)N(CCCC(=O)O)C(=O)NC1C(CC)CC (configuration not stated),-25,4,3,-1.0,98,-1,4,0.0,2
Cc1ccc(CC(=O)N(Cc2ccccc2)c2ccccn2)cc1,0,12,1,-0.1,99,-6,-5,0.3,1
CCCCC(=O)NC(=S)Nc1cc(C(=O)O)ccc1Cl,-4,-3,1,1.7,95,-3,8,0.2,-3
N#CCc1ccccc1C(=O)OCC(=O)N(Cc1ccccc1)Cc1ccccc1,6,1,4,/,85,/,2,0.1,/
CC12CCC(C(=O)NCc3ccc(F)cc3)(OC1=O)C2(C)C (configuration not stated),-10,2,8,0.3,94,-4,2,-0.1,2
CC1(C)Cc2c(sc3nc(=S)[nH]c(N)c23)CO1,1,-3,11,1.4,104,-17,14,0.3,4
CCCCCCCC(=O)NNC(=O)c1ccc(F)cc1,6,6,4,1.0,103,-4,5,0.5,-1
COc1cc2c(cc1OC)C(COc1ccccc1OC)N(C(=O)C(C)C)CC2 (configuration not stated),10,-1,7,0.8,116,0,0,0.0,1
CC(C)CNC(=O)C1CCN(c2ccc(S(=O)(=O)N3CCOCC3)cc2)CC1,-3,-3,1,0.4,92,-12,9,0.6,2
CCN(CC)c1ccc(/C=N\N2CCN(Cc3ccc(C)cc3)CC2)cc1,-9,-2,1,1.0,103,-8,0,-0.2,4
CC1(C)CCCN(C(=O)N2c3ccccc3Sc3ccccc32)C1,6,-4,1,-0.7,85,1,3,0.1,4
CC1=C(C(N)=O)C(c2sccc2C)n2nnnc2N1 (configuration not stated),-8,5,7,1.9,93,8,5,0.0,-1
COc1ccc(-c2nnc(SCC(=O)Nc3ccccc3OC)o2)cc1,0,5,-3,-0.9,85,-8,-2,0.4,0
CN1CCN(C(=O)c2ccccc2NS(=O)(=O)c2ccc(F)cc2)CC1,3,5,4,/,104,/,0,0.0,/
Cn1cc(S(=O)(=O)c2ccccc2)n(C)c1=O,-10,-3,5,3.1,95,-3,7,0.1,2
CCOC(=O)C1=C(C)N(C)C(=O)NC1c1cc2c(cc1Br)OCO2 (configuration not stated),4,3,9,0.9,98,0,11,0.0,0
COc1cc(C2C(C#N)=C(N)Oc3cc(O)ccc32)cc(OC)c1OC (configuration not stated),12,3,14,-2.2,88,20,7,0.0,6
CC(C)[C@H](NS(=O)(=O)c1ccc(Cl)cc1)C(=O)OCC(=O)NCCN1C(=O)CSC1=O,1,-2,-2,3.2,91,2,1,1.9,1
CC(=O)N1CCN(c2ccc(NC(=O)c3ccc4c(c3)OCO4)cc2)CC1,-15,1,3,0.4,102,-19,3,0.1,3
COc1ccccc1/C=C/C(=O)NC(=S)NC(C)C,-9,8,6,2.4,90,3,2,0.1,-8
COc1ccc([N+](=O)[O-])cc1NCc1cccnc1,-10,2,6,-1.2,102,4,8,-0.1,4
O=C(OCC(=O)N1CCOCC1)c1ccc(Cl)nc1,-11,8,0,1.5,96,0,-3,-0.2,2
Cc1cc(NC(=O)CSc2nnnn2C)n(-c2ccccc2)n1,21,0,-3,0.4,112,-11,-4,-0.1,8
O=C(OC(C(=O)O)C(OC(=O)c1ccccc1)C(=O)NCc1ccccc1)c1ccccc1 (configuration not stated),14,-8,4,3.0,116,16,0,-0.1,0
Cc1cccc(Cc2cnc(N3C(=N)SC(c4ccccc4)C3=O)s2)c1 (configuration not stated),13,4,2,-0.1,87,6,13,0.5,4
O=c1[nH]cnc2sc3c(c12)CCN(Cc1ccccc1)C3,-9,10,33*,11,93,-3,35,1.0,-11
COc1ccc2c(C)c(CC(=O)N3CCN(C(=O)C4COc5ccccc5O4)CC3)c(=O)oc2c1C (configuration not stated),-14,-1,5,0.2,116,-7,-3,-0.1,-4
Cc1ccccc1CC1(CO)CCCN(Cc2ccn[nH]2)C1 (configuration not stated),4,0,1,3.9,100,-10,-1,0.0,1
CC(=O)O[C@H]1C[C@@H]2CC[C@@H]3[C@H](CC[C@@]4(C)[C@H]3C[C@H]([N+]3(C)CCCCC3)[C@@H]4OC(C)=O)[C@@]2(C)C[C@@H]1[N+]1(C)CCCCC1,-7,-4,1,/,87,-2,2,0.0,0
CCc1nnc(NC(=O)CSc2nccn2-c2cccc(C)c2)s1,10,5,0,-0.6,99,7,-1,0.0,-4
CC1(C)CC(NC(=O)c2ccc(-c3ccc([N+](=O)[O-])cc3)o2)CC(C)(C)N1,-10,2,6,-3.2,96,13,15,0.0,3
CC1=NN(C(N)=S)C(=O)C1N=Nc1c(C)cc(C)cc1C (configuration not stated),8,-2,12,-2.7,110,-6,20,-0.1,2
CCCn1c(CCNc2nc(-c3ccc(OC)cc3)cs2)nc2ccccc21,11,-2,2,0.1,92,4,-2,-0.1,3
Cc1nc(C(F)(F)F)ccc1C(=O)Nc1ccccc1F,9,2,4,-1.9,108,-5,3,0.1,3
O=Cc1ccccc1OCCOc1ccc([N+](=O)[O-])cc1,-5,-4,-1,-1.9,107,5,7,0.0,10
COc1cc(-c2nnc(SCC(=O)NC3CCS(=O)(=O)C3)o2)cc(OC)c1OC (configuration not stated),4,0,-11,-0.6,104,-3,-10,0.1,-2
Cc1ccc2c(COC(=O)c3ccccc3F)cc(=O)oc2c1,5,0,-3,-1.7,109,-5,13,-0.3,-2
Cc1cc(C)cc(N(CC(=O)NCc2ccc(F)cc2)C(=O)CCC(=O)Nc2ccccn2)c1,8,3,3,0.9,83,6,-2,-0.4,-1
Cc1ccc(SCC(=O)NNC(=O)c2ccccc2)c(C)c1,-5,9,2,-1.4,108,1,0,-0.1,0
CCOc1cc(CNn2nnnc2N)ccc1OCC(=O)NC(C)(C)C,-13,7,1,0.4,102,-3,-1,0.1,4
COc1c(Cl)cc(Cl)cc1C(=O)n1nc(C)cc1C,-16,7,5,-0.3,79,-2,-5,-0.1,1
O=C(NCc1ccccc1Cl)c1ccccc1CCc1ccccc1,-12,4,3,1.1,109,-1,2,0.1,-5
O=C(NCc1nnnn1-c1ccc(F)c(F)c1)c1ccc2ccccc2c1,1,-3,2,2.9,104,2,5,0.2,1
O=C(CCNC(=O)c1ccccc1Cl)Nc1nc2ccccc2s1,-13,5,0,1.4,98,6,-2,0.0,-2
CNC(=O)CN(C1CCCCC1)S(=O)(=O)c1ccc(F)cc1,-15,-2,8,1.5,86,-11,11,-0.1,5
Fc1cc(F)cc(NC(=S)N2CCN(c3ncccn3)CC2)c1,-7,1,4,1.0,93,-13,17,-0.4,2
Cc1cc(C(=O)OCC(=O)N2c3ccccc3NC(=O)C2(C)C)c(C)n1-c1ccccc1,-20,5,4,-0.2,101,-1,-5,0.1,-2
COc1ccccc1N1CCN(C(=O)c2ccc(NS(=O)(=O)c3ccc(C)cc3)cc2)CC1,8,8,2,0.3,102,6,-2,0.0,-1

Next compounds.
molecule,ZTA DNA inh,GLD-1 RNA inh,Bcl-xL primary,MEX-5 binding,CR mimetic SO,EBNA-1 inh,MCL1 BIM primary,Efflux pump inh,Fam108B counter
CCCCOP(=O)(c1ccc(N(C)C)cc1)C(O)c1ccccc1F (configuration not stated),2,1,2,3.8,77,4,5,0.2,2
O=C(CSc1nc2ccccc2[nH]1)Nc1cc(C(F)(F)F)ccc1N1CCOCC1,3,6,-7,-0.6,112,-7,1,0.4,-6
Cc1cc(C)nc(SCc2nnc(SCc3ccccc3Cl)o2)n1,7,-2,-4,-1.6,107,-2,0,0.1,4
CC(=O)Nc1ccc(S(=O)(=O)N2CCN(S(=O)(=O)N3CCC(C)CC3)CC2)cc1,14,5,5,0.9,96,-1,2,-0.1,4
COC(=O)c1c(O)cc(C(C)(C)C)n(-c2ccc(F)cc2)c1=O,-1,-1,6,1.3,94,-3,3,0.3,3
O=C(c1ccccc1)c1sc(N2CCOCC2)nc1-c1ccccc1,8,-2,0,-3.0,100,-5,-2,-0.1,-2
CCOc1ccc(-c2noc(CCC(=O)NC)n2)cc1OCC,7,3,4,-3.1,111,18,1,0.1,1
COc1ccc(CCC(=O)NCCS(=O)(=O)N2CCN(c3ccc(OC)cc3)CC2)cc1,2,-2,8,2.2,98,8,4,0.0,6
Cc1cnc(NC(=O)c2cc3ccccc3o2)s1,4,-7,-3,-0.8,97,1,-9,0.2,-4
O=C(CSc1nnc(NC(=O)C2CC2)s1)Nc1ccccc1C(F)(F)F,14,-9,4,-0.9,103,-1,0,0.1,1
NS(=O)(=O)c1ccc(Nc2ccc3cc(S(=O)(=O)N4CCCCC4)ccc3n2)cc1,-11,5,2,-2.8,107,-17,-2,0.1,-10
COc1ccc(CC(=O)NCc2ccc3c(c2)cc(C)n3C)cc1,-15,12,17,1.9,100,-20,9,0.1,6

Part of the list above, with two lines to a compound:
Each structure is followed by: ZTA DNA inh | GLD-1 RNA inh | Bcl-xL primary | MEX-5 binding | CR mimetic SO | EBNA-1 inh | MCL1 BIM primary | Efflux pump inh | Fam108B counter
CCN(CC)c1ccc(/C=N\N2CCN(Cc3ccc(C)cc3)CC2)cc1
    -9 | -2 | 1 | 1.0 | 103 | -8 | 0 | -0.2 | 4
O=C(CSc1nc2ccccc2[nH]1)Nc1cc(C(F)(F)F)ccc1N1CCOCC1
    3 | 6 | -7 | -0.6 | 112 | -7 | 1 | 0.4 | -6
CCCCC(=O)NC(=S)Nc1cc(C(=O)O)ccc1Cl
    -4 | -3 | 1 | 1.7 | 95 | -3 | 8 | 0.2 | -3
